POLI inh: inhibitors of human DNA polymerase iota; Potency, µM (doses to about 115 µM), inactives show at the highest dose activity, negative = inhibition, usual class: inhibitors; Pol iota fluorescent replication assay, 10 min; actives 1% (n = 390,000); AID 588590; Q9UNA4
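Pol iota at 10 nM preincubated 15 min with compounds at room temperature; reaction started with fluorescent substrate, 50 nM final. Fluorescence read kinetically at 0 and 10 min; buffer-only wells as negative control.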
POLB inh: inhibitors of human DNA polymerase beta; Pol beta primer extension/strand displacement, fluorescence kinetic; Potency, µM (doses to about 114 µM), without a hit: at the highest dose activity change, negative = inhibition, actives largely listed as inhibitors; actives 1.3% (n = 340,000); AID 485314; further: on the % scale 0 is the no-effect control and ±100 the full control effect
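Preincubation: enzyme (10 nM) with compound, 15 min, RT. Reaction: substrate added to 50 nM final. Reads: 0 and 10 min. Analysis: normalized, Hill fit.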
Apoferritin bind: binds horse apoferritin like a general anesthetic | P02791 | apoferritin/1-aminoanthracene competitive binding, fluorescence | Potency, µM (titrated, usually from 77.5 µM), for the others: at the top dose activity change, negative = displacement, most hits filed as inhibitors | actives 0.074% (n = 350,000) | AID 485281; further: on the % scale 0 is the no-effect control and ±100 the full control effect; nearly all actives have a fitted effect of over 20% in size
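Apoferritin-based anesthetic binding model; compound displacement of fluorescent 1-AMA measured as endpoint fluorescence after 10 minutes at room temperature, scaled to free-ligand and complex controls.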
Pol kappa inh: DNA polymerase kappa (human) inhibition; Q9UBT6; actives 0.53% (n = 400,000); AID 588579; purified Pol kappa, fluorescent DNA synthesis assay, 10 min; Potency, µM (top dose mostly 107 µM), for inactives: at the top dose activity, negative = inhibition, most hits filed as inhibitors; further: on the % scale 0 is the no-effect control and ±100 the full control effect
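Enzyme at 10 nM met test compounds for 15 min at room temperature. Substrate addition (50 nM final) began the reaction, which was monitored by fluorescence at 0 and 10 min.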
G9a block: inhibitors of human histone lysine methyltransferase G9a | Q96KQ7 | G9a H3K9 monomethylation, AlphaScreen, 2 h | Potency, µM (top dose mostly 102 µM), for the others: top-dose activity, negative = inhibition, hits mostly inhibitors | actives 8.8% (n = 350,000) | AID 504332; further: on the % scale 0 is the no-effect control and ±100 the full control effect; nearly all actives have a fitted effect of over 75% in size
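Enzyme 20 nM + cpd, 15 min RT; add b-H3K9 pep 500 nM / SAM 20 uM; 2 h RT; anti-H3K9me1 Ab 0.5 ug/mL + SA donor / anti-rabbit acceptor beads 20 ug/mL each, 10 min; AlphaScreen read.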
POLH inh: inhibitors of human DNA polymerase eta. Q9Y253. recombinant Pol eta, fluorescent DNA replication assay. Potency, µM (series often up to 114 µM), for inactives: at the top dose activity change, negative = inhibition, hits mostly inhibitors. actives 1.2% (n = 390,000). AID 588591; further: on the % scale 0 is the no-effect control and ±100 the full control effect
Target sequence (Q9Y253 whole entry, looked up): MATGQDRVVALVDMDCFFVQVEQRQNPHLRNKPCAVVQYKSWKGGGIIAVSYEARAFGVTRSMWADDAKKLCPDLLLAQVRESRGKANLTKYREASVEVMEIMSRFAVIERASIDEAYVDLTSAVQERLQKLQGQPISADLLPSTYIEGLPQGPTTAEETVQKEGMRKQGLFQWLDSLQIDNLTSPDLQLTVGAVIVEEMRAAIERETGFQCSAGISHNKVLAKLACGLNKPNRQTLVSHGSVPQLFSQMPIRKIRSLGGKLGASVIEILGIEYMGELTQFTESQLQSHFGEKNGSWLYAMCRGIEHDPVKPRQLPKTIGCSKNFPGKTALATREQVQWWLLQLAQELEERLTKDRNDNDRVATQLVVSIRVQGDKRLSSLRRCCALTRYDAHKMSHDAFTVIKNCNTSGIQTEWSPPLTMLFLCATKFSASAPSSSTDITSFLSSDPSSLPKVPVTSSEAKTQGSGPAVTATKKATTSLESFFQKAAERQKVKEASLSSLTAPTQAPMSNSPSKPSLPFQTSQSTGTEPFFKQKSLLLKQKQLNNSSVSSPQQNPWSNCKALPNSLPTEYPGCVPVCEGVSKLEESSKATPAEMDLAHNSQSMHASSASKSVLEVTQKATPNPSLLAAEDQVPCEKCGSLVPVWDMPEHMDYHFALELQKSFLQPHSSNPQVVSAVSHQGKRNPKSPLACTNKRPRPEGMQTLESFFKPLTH
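Pol eta at 10 nM preincubated with compounds 15 min at room temperature; reaction started with fluorescent substrate (50 nM final) and read kinetically at 0 and 10 min.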
APE1 inh: blocks human APE1 abasic DNA cleavage; P27695; recombinant APE1, TAMRA/BHQ-2 abasic DNA cleavage fluorescence; Potency, µM (top dose mostly 65.8 µM), for the others: top-dose activity change, negative = inhibition, hits mostly inhibitors; actives 0.35% (n = 350,000); AID 2517;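 further: plate controls were vehicle for no effect and reference inhibitor for full effect; nearly all actives have a fitted effect of over 55% in size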
Target sequence (P27695 whole entry, looked up): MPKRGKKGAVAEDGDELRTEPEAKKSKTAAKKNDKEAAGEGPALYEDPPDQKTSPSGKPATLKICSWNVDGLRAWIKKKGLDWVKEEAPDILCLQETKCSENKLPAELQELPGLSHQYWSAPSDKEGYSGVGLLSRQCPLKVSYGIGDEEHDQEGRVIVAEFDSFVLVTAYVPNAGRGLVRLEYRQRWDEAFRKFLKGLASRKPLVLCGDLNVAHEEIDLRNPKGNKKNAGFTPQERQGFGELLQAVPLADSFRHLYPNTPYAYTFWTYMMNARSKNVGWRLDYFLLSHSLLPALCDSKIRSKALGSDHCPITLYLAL
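Quantitative HTS: incision of a TAMRA/BHQ-2 double-stranded substrate bearing a tetrahydrofuran abasic site by 0.75 nM APE1 raises fluorescence. Substrate 50 nM final, added after 15 min compound preincubation at room temperature; progress as third-minus-first kinetic read difference.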
BLM inh: Bloom syndrome helicase (human) inhibition; P54132; actives 0.2% (n = 350,000); recombinant BLM DNA unwinding, fluorescence dequenching; Potency, µM (series often up to 56.1 µM), for the others: at the top dose activity change, negative = inhibition, most hits filed as inhibitors;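 further: plate controls were vehicle for no effect and no enzyme for full effect; nearly all actives have a fitted effect of over 35% in size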
BAZ2B inh: inhibitors of human BAZ2B bromodomain. AlphaScreen BAZ2B-H3K14Ac peptide displacement. Potency, µM (doses to about 114 µM), for the others: at the top dose activity change, negative = inhibition, hits mostly inhibitors. actives 4.4% (n = 360,000); further: on the % scale 0 is the no-effect control and ±100 the full control effect; nearly all actives have a fitted effect of over 60% in size
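Multi-concentration screen (max 110 uM) measuring displacement of acetylated histone H3 peptide from BAZ2B by AlphaScreen, using 50 nM protein, 50 nM peptide and 10 ug/mL streptavidin donor plus Ni-chelate acceptor beads.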
* = called active by the depositor; ? = inconclusive; nt = not tested or not shown; & = joins results of further samples; [ ] = another dose, or the depositor's remark. The call rests on the fitted dose curve; in most records, active means well fitted curve in the direction sought with a large enough effect; inconclusive means small, poorly fitted or top-dose-only effect, or another doubt; inactive means no such curve, though single readings can be large; an effect the other way counts as inactive or inconclusive. Potency means the concentration at half of the fitted maximal effect. A portion of the library; the hit share may differ from the screen's.

Molecule	POLI inh	POLB inh	Apoferritin bind	Pol kappa inh	G9a block	POLH inh	APE1 inh	BLM inh	BAZ2B inh
Cc1ccc(C)c(N2CCN(Cc3nnnn3C3CCCCC3)CC2)c1	2%	2%	2%	-18%	-49%[59 µM]	-19%	3%	-1%	-3%
NS(=O)(=O)c1cccc(NC(=O)CCCNC(=O)c2ccc(Cl)cc2)c1	-23%	34%	-10%	-9%	19%	3%	25%	-1%	-10%
CCOC(=O)c1nc2sc3c(c2c(=O)n1C(C)C(=O)OCC)CCCC3 (stereo unspecified)	15%	25%	?	-14%	73%[activator]	-17%	-2%	-5%	6%
Cc1cc(C)c(S(=O)(=O)Cc2ccc(Cl)cc2)c(=O)[nH]1	29%	-4%	0%	-10%	20%	10%	-2%	-1%	1%
Cc1cccc(C(=O)NCCNC(=O)c2cnccn2)c1	-7%	29%	9%	-4%	20%	-10%	-11%	-2%	-11%
O=C(O)C1=CC[C@@H](c2ccc(Cl)cc2)N(S(=O)(=O)c2ccc(Cl)cc2)C1	39%[activator]	nt	nt	8%	-12%[2.33 µM]	-19%	19%	nt	-5%
COC(=O)c1scc2c(=O)cc(C(F)(F)F)[nH]c12	16%	-15%	nt	17%	9%	-12%	-1%	1%	-4%
Clc1nc(CN2CCCCC2)nc2sc3c(c12)CCCC3	17%	10%	-8%	-12%	?	-6%	14%	6%	-9%
Cc1ccc(CNC(=O)CCCNC(=O)c2ccc(Cl)cc2)n1C	20%	15%	-6%	-10%	-45%[12.7 µM]	-9%	16%	-3%	-35%
CC1=NN(C(=O)CSCc2ccccc2)C(O)(c2ccccc2)C1 (stereo unspecified)	-2%	11%	?	-14%	20%	3%	-1%	1%	?
OC(CN1CCCCC1)Cn1c(C(F)(F)F)nc2ccccc21 (stereo unspecified)	7%	2%	8%	-8%	-40%	-16%	1%	-4%	-3%
Cc1cc(C(=O)Nc2ccc([N+](=O)[O-])cn2)cs1	-4%	32%	5%	-10%	4%	-12%	14%	-4%	-9%
COc1ccc(C(=O)OCc2c(-c3cccc(OC)c3)ncc3ccccc23)cc1	6%	nt	nt	1%	6%[0.501 µM]	0%	-7%	nt	2%
COc1cc(CNc2ccc3[nH]c(=O)[nH]c3c2)cc(Br)c1OCc1ccccc1F	15%&13%	-3%&30%	-1%&-5%	-9%&0%	-29%	-16%&-7%	61%[activator]	-3%&-6%	3%&-6%
COC(=O)c1cccnc1-n1c(=O)c2cccnc2n(Cc2ccc([N+](=O)[O-])cc2)c1=O	5%	13%	-9%	4%	-4%	6%	-4%	-3%	-22%
O=C(COC(=O)c1n[nH]c2ccccc12)Nc1ccc(S(=O)(=O)N2CCCC2)cc1	2%	0%	?	-18%	10%[2.33 µM]	-15%	-4%	-4%	-8%
C[C@@H]1C=C[C@](Cc2ccccc2)(C(=O)O)N1C(=O)c1ccccc1	?	nt	6%	-5%	nt	-9%	-1%	0%	nt
CC1CCN(S(=O)(=O)c2ccc3c(c2)N(CC(=O)NCCCN2C(C)CCCC2C)C(=O)CO3)CC1 (stereo unspecified)	41%[activator]	4%	-10%	-8%	2%	-17%	71%[activator]	3%	-15%
COc1cc2ccccc2cc1C(=O)N1CCN(c2ccccn2)CC1	38%[activator]	25%	-7%	-1%	7%	-17%	41%[activator]	-2%	-22%
O=C(NCCSCc1ccccc1)c1ccc(Cl)c(S(=O)(=O)N2CCOCC2)c1	-5%	0%	-12%	-2%	-8%[59 µM]	-19%	4%	-3%	-4%
NS(=O)(=O)c1ccc(N/N=C2/CCCCC2C2CCCCC2)c([N+](=O)[O-])c1 (stereo unspecified)	-6%	24%	?	-8%	?	-12%	-5%	-16%	10µM*
COc1cc(-c2nc3n(n2)C(c2ccc(F)cc2)C2=C(CCCC2=O)N3)cc(OC)c1OC (stereo unspecified)	11%	30%	-12%	-11%	-3%[2.33 µM]	-19%	-7%	-2%	-7%
COc1ccccc1C(=O)OCC(=O)NCCNC(=O)COC(=O)c1ccccc1OC	22%	2%	-5%	-5%	31%	1%	14%	-6%	-4%
CNC(=O)c1ccccc1NC(=O)c1cccc(S(=O)(=O)N2CCCCC2)c1	?	8%	-10%	-29%	-19%	-10%	-5%	-4%	-10%
CC(=O)NC(Cc1ccc(F)cc1)C(=O)O (stereo unspecified)	15%	29%	-10%	-9%	66%[activator][59 µM]	-15%	-8%	4%	-36%

Structures listed so far shown as hits in BAZ2B inh.
mol | POLI inh | Apoferritin bind | Pol kappa inh | G9a block | POLH inh | APE1 inh | BLM inh | BAZ2B inh
NS(=O)(=O)c1ccc(N/N=C2/CCCCC2C2CCCCC2)c([N+](=O)[O-])c1 (stereo unspecified) | -6% | ? | -8% | ? | -12% | -5% | -16% | 10µM*

4 compounds already listed, arranged by number of heavy atoms, smallest number first.
Molecule	POLI inh	POLB inh	Apoferritin bind	Pol kappa inh	G9a block	POLH inh	APE1 inh	BLM inh	BAZ2B inh
OC(CN1CCCCC1)Cn1c(C(F)(F)F)nc2ccccc21 (stereo unspecified)	7%	2%	8%	-8%	-40%	-16%	1%	-4%	-3%
Cc1ccc(CNC(=O)CCCNC(=O)c2ccc(Cl)cc2)n1C	20%	15%	-6%	-10%	-45%[12.7 µM]	-9%	16%	-3%	-35%
CCOC(=O)c1nc2sc3c(c2c(=O)n1C(C)C(=O)OCC)CCCC3 (stereo unspecified)	15%	25%	?	-14%	73%[activator]	-17%	-2%	-5%	6%
O=C(COC(=O)c1n[nH]c2ccccc12)Nc1ccc(S(=O)(=O)N2CCCC2)cc1	2%	0%	?	-18%	10%[2.33 µM]	-15%	-4%	-4%	-8%

(more compounds)
Molecule	POLI inh	POLB inh	Apoferritin bind	Pol kappa inh	G9a block	POLH inh	APE1 inh	BLM inh	BAZ2B inh
O=C(NNC(=O)c1ccc[nH]1)Nc1cc(Cl)cc(Cl)c1	16%	13%	-4%	0%	nt	-4%	14%	-3%	-18%
COc1ccc(-n2nc(C(=O)NCC(=O)NCCN(C)C)c3ccccc3c2=O)cc1	-6%	13%	-2%	7%	21%	3%	27%	-10%	3%
COc1ccc(Cn2nnc3c(=O)[nH]c(C4CCCN(C(=O)c5ccccc5)C4)nc32)cc1 (stereo unspecified)	-5%	6%	-22%	-14%	-46%[59 µM]	-10%	-1%	0%	-4%
Cc1cc(C)n(CC(O)COc2ccccc2[N+](=O)[O-])n1 (stereo unspecified)	28%	3%[57.1 µM]	-3%	-7%	4%	-20%	5%	1%	35%[activator]
Cc1cccc(OCC(=O)Nc2nnn(C)n2)c1C	7%	17%	1%	-5%	5%[59 µM]	2%	-1%	5%	9%
CCOc1ccccc1C1C(C(=O)N2CCCCC2)=C(C)Nc2nc3ccccc3n21 (stereo unspecified)	9%	-1%	-7%	4%	-32%[59 µM]	0%	nt	-3%	-2%
COc1ccccc1NC(c1cccnc1)c1ccc2cccnc2c1O (stereo unspecified)	33%[activator]	12%	-1%	-11%	1.4µM*	-25%	7%	-3%	14µM*
COc1ccc(CCNC(=O)C2CCCN(S(=O)(=O)c3ccc(F)cc3)C2)cc1OC (stereo unspecified)	-3%	-15%	-1%	-9%	nt	-3%	-5%	0%	-13%
CCOc1ccccc1C(=O)NCC(=O)NCC(c1ccco1)N1CCCCC1 (stereo unspecified)	23%	nt	nt	-9%	5%[0.501 µM]	2%	0%	nt	12%
COc1ccc(CCC(=O)NC2CCC(C)CC2)cc1 (stereo unspecified)	28%	49%	-10%	-6%	-10%	14%	-1%	-3%	-7%
N=c1occ(C(=O)c2cc(F)ccc2O)cc1C(=O)NC1CCCCC1	22%	-2%	?	-1%	-6%[59 µM]	-24%	14%	-8%	-13%
Nc1cc(=O)[nH]c(SCC(=O)Nc2ccc(Br)cc2)n1	-7%	9%	5%	5%	8%[12.7 µM]	-9%	-4%	0%	12%
O=C(Nc1ccc2nn(-c3ccccc3)nc2c1)c1cc2ccccc2o1	?	-1%	-1%	-19%	7%[59 µM]	-2%	nt	-7%	0%
COc1ccc(N2CC(C(=O)NCc3nnnn3-c3ccc(C)c(C)c3)CC2=O)cc1 (stereo unspecified)	-5%&-9%	17%&-11%	-4%&-8%	-21%	7%	1%&7%	18%	0%&-5%	-14%&2%
COc1cccc(/C=N/NC(=O)c2[nH]c(C)c(C(=O)N/N=C/c3cccc(OC)c3)c2C)c1	17%	-13%	5%	-19%	?	-10%	0%	6%	?
COCCCNC(=S)Nc1ccc(OC(F)F)cc1C	8%	19%	0%	11%	-1%	-8%	8%	-6%	-11%
COCCNC(=S)N/N=C/c1ccc([N+](=O)[O-])cc1	2%	27%	-7%	-15%	7%	11%	-3%	-3%	1%
CC(NC(=O)c1ccc2c(c1)N(Cc1cccc(F)c1)C(=O)c1ccccc1S2)c1ccccc1 (stereo unspecified)	4%	0%	-13%	-19%[60.1 µM]	1%[59 µM]	-14%	nt	-3%	-1%
COC(=O)c1ccc(COC(=O)c2ccc(CO)cc2)o1	65%[activator]	30%	-14%	-8%	-17%[59 µM]	-20%	-2%	-8%	-34%
Cc1cccc(C)c1NC(=O)COC(=O)C1Cc2ccccc2CN1C(=O)c1ccccc1 (stereo unspecified)	14%	?	-14%	1%	6%[59 µM]	-21%	?	-7%	-37%
Cc1cccn2c(=O)c3cc(C(=O)NCc4cccnc4)c(=N)n(C(C)C)c3nc12	19%	0%	606%[activator]	-18%	-11%[59 µM]	-3%	-9%	8%	13%
S=C1N(c2ccccc2)C(c2cccc3ccccc23)N2CCCN12 (stereo unspecified)	11%	-16%	-7%	-5%	0%	-1%	-4%	4%	?
CCOC(=O)NC(=O)CSc1nc2ccccc2[nH]1	27%	50µM*	-2%	5%	56µM*	-9%	?	0%	?
Cc1cccc(-c2nnc(SCC#N)n2C)c1	-21%	-27%	-11%	18%	nt	-9%	0%	-1%	2%
C=CCC1(CC=C)CCCN1C(=O)C1CCC(=O)N(CCc2ccc(Cl)cc2)C1 (stereo unspecified)	27%	14%	-22%	16%	16%	?	16%	0%	-1%
O=C(C1COc2ccccc2O1)N1CCN(c2ccc(F)cc2)CC1 (stereo unspecified)	-27%	?	-16%	-9%[60.1 µM]	26%[59 µM]	7%	4%	-1%	-5%

High-throughput results (PubChem BioAssay)
